Screening data: PubChem, National Center for Advancing Translational Sciences (NCATS)
TDP-43 yeast inh = rescues yeast growth from TDP-43 toxicity. 410,000 tested, 1.8% active. Potency, µM (highest dose often 46.1 µM), without a hit: at the top dose growth rescue (activation), most hits filed as activators. TDP-43 expressing yeast growth rescue, BacTiter-Glo, 24 h; note: % of control where 0% means no effect; nearly all actives have a fitted effect of over 50% in size
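Luminescence from BacTiter-Glo reports growth of TDP-43-expressing yeast after 24 hr at 30 deg C with compound. Cells were raffinose-pregrown to mid-log, then seeded in galactose medium at OD600=0.02.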
EPAC1 antag = antagonists of human EPAC1; Potency, µM (highest dose often 115 µM), for the others: at the top dose activity change, negative = inhibition, usual class: inhibitors; AID 720709; O95398; EPAC1 GEF assay, Rap1b-BODIPY-GDP exchange fluorescence; 360,000 tested, 0.14% active;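 note: plate controls were vehicle for no effect and positive control for full effect; nearly all actives have a fitted effect of over 50% in size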
Target sequence (O95398 whole entry, looked up): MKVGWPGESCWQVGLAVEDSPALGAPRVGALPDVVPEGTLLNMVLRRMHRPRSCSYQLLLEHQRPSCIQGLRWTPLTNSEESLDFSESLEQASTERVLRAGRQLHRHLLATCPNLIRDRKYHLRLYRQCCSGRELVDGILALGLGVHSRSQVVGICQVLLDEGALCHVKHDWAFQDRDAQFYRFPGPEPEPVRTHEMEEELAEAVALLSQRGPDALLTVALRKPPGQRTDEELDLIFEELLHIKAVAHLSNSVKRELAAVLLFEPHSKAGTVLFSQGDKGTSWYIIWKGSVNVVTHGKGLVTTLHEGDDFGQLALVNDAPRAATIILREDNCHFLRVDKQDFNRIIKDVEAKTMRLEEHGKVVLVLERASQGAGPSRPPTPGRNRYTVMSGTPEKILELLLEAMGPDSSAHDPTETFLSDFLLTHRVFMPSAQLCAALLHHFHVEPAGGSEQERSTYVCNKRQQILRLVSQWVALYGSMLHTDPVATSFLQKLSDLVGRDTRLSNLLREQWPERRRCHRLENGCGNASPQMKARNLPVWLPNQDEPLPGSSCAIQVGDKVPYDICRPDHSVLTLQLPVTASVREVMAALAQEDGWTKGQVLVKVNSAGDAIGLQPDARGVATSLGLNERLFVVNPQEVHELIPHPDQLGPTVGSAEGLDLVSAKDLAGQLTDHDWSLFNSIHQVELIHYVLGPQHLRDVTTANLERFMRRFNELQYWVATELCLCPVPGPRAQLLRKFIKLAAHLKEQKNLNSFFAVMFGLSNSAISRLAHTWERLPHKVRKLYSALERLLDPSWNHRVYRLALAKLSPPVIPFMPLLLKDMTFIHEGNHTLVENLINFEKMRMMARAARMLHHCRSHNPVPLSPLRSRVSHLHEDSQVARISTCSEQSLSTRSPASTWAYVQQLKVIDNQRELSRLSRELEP
FUS yeast rescue = rescues growth of FUS-expressing yeast | S. cerevisiae FUS-expressing, growth rescue, OD600, 24 h | 390,000 tested, 0.24% active | Potency, µM (titrated, usually from 76.6 µM), for the others: top-dose growth rescue (activation), actives largely listed as activators | AID 1347120;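 note: plate controls were DMSO vehicle for no effect and reference control for full effect; nearly all actives have a fitted effect of over 55% in size; some results filed as inactive show a strong effect at the top dose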
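Toxicity suppression screen in FUS-yeast. Cells induced with 2% galactose, starting OD 0.005, treated 24hr at 30C with compounds at multiple final concentrations; growth by OD600.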
aSyn yeast inh = inhibitors of alpha-synuclein toxicity in yeast | Yeast expressing alpha-synuclein, growth rescue, BacTiter-Glo, 24 h | Potency, µM (top dose mostly 46.1 µM), inactives show top-dose growth rescue (activation), actives largely listed as activators | 370,000 tested, 0.14% active | AID 652106; note: % of control where 0% means no effect; nearly all actives have a fitted effect of over 65% in size
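Readout is rescue of growth in alpha-synuclein-expressing yeast, so inhibitors of toxicity appear as activators. Growth after 24 hr at 30 deg C in galactose medium is quantified by luminescence.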
EPAC2 antag = EPAC2 (human) antagonism. EPAC2 GEF exchange of Rap1B-BODIPY-GDP, fluorescence. Potency, µM (top dose mostly 114 µM), without a hit: at the top dose activity, negative = inhibition, hits mostly inhibitors. 360,000 tested, 0.18% active; note: % is set by controls: 0 for no effect and ±100 for the full control effect; nearly all actives have a fitted effect of over 45% in size; many of its hits are not listed in these tables
EPAC2 ag = activates human EPAC2 exchange factor; Potency, µM (titrated, usually from 154 µM), inactives show top-dose activation, usual class: activators; 360,000 tested, 0.079% active; Q8WZA2; EPAC2 activation, biochemical qHTS; response scale: 100% = 6.5 mM cAMP response; note: nearly all actives have a fitted effect of over 50% in size
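qHTS, titration series. 100 nM EPAC2 / 250 nM Rap1B-BODIPY-GDP / 50 uM GDP; RT; ex 480/em 540 nm, 5-min reads to 30 min. Norm. to 6.5 mM cAMP = activation.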
EPAC1 agonist = EPAC1 (human) agonism; EPAC1 agonist qHTS, biochemical assay; response scale: 100% = response to 6.5 mM cAMP; O95398; Potency, µM (titrated, usually from 154 µM), for inactives: top-dose activation, usual class: activators; AID 720707; 360,000 tested, 0.073% active; note: nearly all actives have a fitted effect of over 60% in size
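Multi-concentration qHTS readout: loss of Rap1B-bound BODIPY-GDP fluorescence driven by 100 nM EPAC1 with excess GDP (50 uM), monitored kinetically at room temperature; agonist response expressed relative to 6.5 mM cAMP.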
PTHR1 agonist = agonists of human PTHR1 parathyroid hormone receptor | HEK293 GP2 PTHR1 cells, GloSensor cAMP luminescence, 1 h | 410,000 tested, 0.075% active | Potency, µM (series often up to 115 µM), for inactives: top-dose activation, actives largely listed as activators | Q03431; note: nearly all actives have a fitted effect of over 55% in size; some results filed as inactive show a strong effect at the top dose; inactives centre near -15; many of its hits are not listed in these tables
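HEK-293-derived GP2 cells expressing PTHR1 and a GloSensor cAMP reporter, 3,000/well, plated overnight, given luciferin plus IBMX (each 0.5 mM as added) for 1 h at 37 °C, then compound for 1 h at 37 °C. Luminescence was read after 15 min at room temperature.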
An asterisk follows results filed as active; i = inactive; ? = inconclusive; . = not tested or not shown; [ ] = dose if it differs, or a comment. Calls come from the whole dose curve; as a rule, active = well fitted curve in the direction sought with a large enough effect; inconclusive = small, poorly fitted or top-dose-only effect, or another doubt; inactive = no such curve, though single readings can be large; an effect the other way counts as inactive or inconclusive. Potency is the fitted concentration of half-maximal effect. A portion of the library, so the mix of outcomes need not match the whole.

SMILES	TDP-43 yeast inh	EPAC1 antag	FUS yeast rescue	aSyn yeast inh	EPAC2 antag	EPAC2 ag	EPAC1 agonist	PTHR1 agonist
C[C@@H]1CN([C@H](C)CO)C(=O)Cc2cc(NS(=O)(=O)c3cn(C)cn3)ccc2O[C@H]1CN(C)S(=O)(=O)c1ccc(Cl)cc1	-4.1%	-3.5%	31.5%	-1.0%	-4.1%	-2.2%	-5.6%	-10.2%
CC(C)(C)c1ccc(S(=O)(=O)NC(=O)C2(C)CCN2C(=O)Cc2cccc3ccccc23)cc1 (centres undefined)	?	-11.7%	37.5%	-18.8%	8.4%	-9.3%	-5.1%	-61.9%[inhibitor]
CS(=O)(=O)N1CCCC(C(=O)Nc2ccccc2Cl)C1 (centres undefined)	-14.2%	-5.4%	-5.8%	16.2%	4.4%	0.2%	-10.7%	-0.3%
Cc1ccc(-c2nc(-c3ccncc3)no2)c(Cl)c1	24.2%	5.5%	-19.5%	9.3%	2.5%	-0.6%	-9.4%	-37.6%[inhibitor]
CC(C)c1ccc(-c2nnc(SCC(=O)NC3CC3)n2C)cc1	-1.2%	-26.9%	-5.1%	0.4%	-1.9%	-6.5%	10.9%	i
Cc1ccc(C)c(N2CCN(C3C(=O)Nc4ccccc4-n4nnnc43)CC2)c1 (centres undefined)	6.0%	-9.5%	6.4%	12.0%	-12.8%	20.2%	2.7%	i
CC1CCN(C2CC(=O)N(c3ccc(Br)cc3Br)C2=O)CC1 (centres undefined)	?	4.3%	22.3%	-80.0%[inhibitor]	-17.1%	-1.1%	3.1%	-19.9%
O=C(COC(=O)/C=C/c1ccc(C(F)(F)F)cc1)Nc1ccc2[nH]c(=O)[nH]c2c1	0.9%	21.3%	-3.0%	-20.2%	28.5%	4.7%	-1.4%	-20.3%
CCC(=O)Nc1c(-c2ccc3ccccc3c2)nc2ccccn12	-14.5%	11.4%	11.0%	-3.1%	5.1%	-2.3%	-12.6%	i
CCOC(=O)c1cc2c(=O)n3ccccc3nc2n(CC2CCCO2)c1=NC(=O)/C=C/c1ccccc1 (centres undefined)	18.6%[9.22 µM]	?	1.4%	5.1%	?	12.0%	8.6%	-1.0%
COc1ccccc1Cc1nc(-c2cccnc2)no1	21.1%	-2.5%	4.9%	-0.5%	-6.1%	4.2%	7.8%	-34.0%[inhibitor]
CC(C)(C)NC(=O)CSc1nnc(-c2ccco2)n1Cc1ccco1	-9.4%	-18.4%	2.6%	-1.2%	-4.9%	2.0%	1.9%	?
O=C(CSc1nc(C2CC2)nc2ccccc12)N1CCc2ccccc21	1.0%	15.6%	1.2%	-7.5%	14.0%	6.2%	1.9%	7.3%
O=Cc1c[nH]c2ccc(C(=O)c3ccccc3)cc12	-6.6%	?	8.8%	-4.2%	0.1%	11.0%	-1.7%	i
CCN1C(=O)C(CC(=O)Nc2cccc(C(C)=O)c2)S/C1=N\c1ccccn1 (centres undefined)	-0.5%	?	41.0%	-7.0%	2.8%	10.7%	0.4%	-35.6%[inhibitor]
O=C(OC(C(=O)Nc1cc(Cl)cc(Cl)c1)c1ccccc1)C1=COCCO1 (centres undefined)	-17.0%	-16.8%	.	?	-3.2%	-1.2%	-1.7%	-63.5%[inhibitor]
O=C(CCC(=O)OCc1cccc([N+](=O)[O-])c1)Nc1ccccc1Cl	?	-18.7%	1.9%	4.6%	4.0%	1.0%	11.2%	i
O=C(NC(C(=O)N/N=C/c1cccc2ccccc12)c1n[nH]c(=O)c2ccccc12)c1ccccc1 (centres undefined)	-16.6%	-7.7%	?	0.0%	10.3%	24.8%	13.7%	-5.6%[57.5 µM]
COc1ccc(CCNC(=O)Cc2ccc(NC3=NC4CS(=O)(=O)CC4S3)cc2)c(OC)c1 (centres undefined)	4.1%	3.6%	5.1%	-1.4%	7.0%	6.7%	-0.1%	i
COc1ccc(C(O)c2nc(-c3cccc(C(=O)O)c3)cs2)cc1 (centres undefined)	11.0%	-7.3%	-6.6%	5.1%	-10.3%	5.4%	7.9%	-18.6%
CNC(=O)c1c(NC(=O)c2cc(-c3cc(C)c(C)cc3O)n[nH]2)sc2c1CCCC2	-16.7%	13.4%	-12.6%	-11.1%	-1.7%	7.7%	12.3%	-1.4%
CN(C(=O)COC(=O)C1=COCCO1)c1c(N)n(Cc2ccccc2)c(=O)[nH]c1=O	-1.2%	-5.8%	16.5%	-1.0%	-3.5%	-2.6%	2.0%	-24.6%
CC(=O)Nc1c(Cl)cnn(-c2ccccc2)c1=O	14.7%	-23.6%	-5.9%	-4.7%	8.6%	10.4%	8.7%	i
CCc1ccc(C2=NN(C(=O)CCC(=O)O)C(c3cccs3)C2)cc1 (centres undefined)	8.7%	-21.8%	24.0%	8.9%	-3.4%	9.9%	11.5%	-12.7%

Some of the entries above in another layout.
SMILES | TDP-43 yeast inh | EPAC1 antag | FUS yeast rescue | aSyn yeast inh | EPAC2 antag | EPAC2 ag | EPAC1 agonist | PTHR1 agonist
CCC(=O)Nc1c(-c2ccc3ccccc3c2)nc2ccccn12 | -14.5% | 11.4% | 11.0% | -3.1% | 5.1% | -2.3% | -12.6% | i
CCOC(=O)c1cc2c(=O)n3ccccc3nc2n(CC2CCCO2)c1=NC(=O)/C=C/c1ccccc1 (centres undefined) | 18.6%[9.22 µM] | ? | 1.4% | 5.1% | ? | 12.0% | 8.6% | -1.0%
COc1ccccc1Cc1nc(-c2cccnc2)no1 | 21.1% | -2.5% | 4.9% | -0.5% | -6.1% | 4.2% | 7.8% | -34.0%[inhibitor]
CC(C)(C)NC(=O)CSc1nnc(-c2ccco2)n1Cc1ccco1 | -9.4% | -18.4% | 2.6% | -1.2% | -4.9% | 2.0% | 1.9% | ?
O=C(CSc1nc(C2CC2)nc2ccccc12)N1CCc2ccccc21 | 1.0% | 15.6% | 1.2% | -7.5% | 14.0% | 6.2% | 1.9% | 7.3%

(next part)
SMILES	TDP-43 yeast inh	EPAC1 antag	FUS yeast rescue	aSyn yeast inh	EPAC2 antag	EPAC2 ag	EPAC1 agonist	PTHR1 agonist
Cc1cc(=O)oc2n[nH]c(-c3ccccc3)c12	14.9%	5.0%	.	6.0%	11.8%	-0.8%	1.7%	i
Cc1cc(C)c2cc(C(c3nnnn3CC3CCCO3)N3CCN4CCCC4C3)c(=O)[nH]c2c1 (centres undefined)	-17.5%	-3.0%	?	0.9%	6.1%	-1.4%	-0.3%	i
CCN(C(=O)COC(=O)CCC(=O)c1ccc(C)cc1)c1c(N)n(Cc2ccccc2)c(=O)[nH]c1=O	2.4%	3.6%	10.1%	-2.0%	3.9%	4.8%	-7.5%	-23.6%
CC(NC(=O)Cc1ccc(F)cc1)c1ccc(F)cc1 (centres undefined)	15.4%	-9.9%	-36.1%	-0.2%	2.9%	9.2%	0.3%	i
O=C(CNC(=S)N(CCCN1CCOCC1)Cc1cccs1)NCCCN1CCOCC1	-10.9%	7.2%	29.3%	-8.9%	-4.6%	8.1%	6.2%	-9.6%
OC(c1cc(C(F)(F)F)nc2c(C(F)(F)F)cccc12)C1CCCCN1 (centres undefined)	2.9%	3.8%	-29.4%	-2.7%	17.0%	-3.3%	-15.0%	-60.5%[inhibitor]
O=C(OCCN1CCN(C2=NS(=O)(=O)c3ccccc32)CC1)c1ccccc1F	12.3%	26.0%	1.5%	?	9.2%	6.3%	6.4%	i
Cc1ccc(NC(=O)COc2ccc3c(c2)CCC3)nc1	-14.6%	3.8%	0.0%	-9.7%	-12.6%	-1.0%	-7.0%	-16.7%
CCCS(=O)(=O)n1nc(-c2ccc(OC)cc2)cc1N	0.0%	-9.5%	-0.2%	0.5%	6.3%	3.1%	-1.9%	-4.7%
CC(=O)Oc1ccc(C(=O)Nn2cnnc2)cc1	10.3%	-1.8%	20.6%	-5.8%	5.7%	5.0%	2.8%	i
CCN(CC(=O)NCc1ccc(F)cc1)C(=O)c1cc2ccccc2o1	-8.1%	1.7%	-7.2%	3.4%	-11.2%	-4.9%	-4.0%	i
COC(=O)Nc1ccc(S(=O)(=O)Nc2ccc(C(=O)O)cc2)cc1	2.1%	-5.6%	15.0%	-0.6%	0.8%	9.5%	-2.7%	-7.5%
Cn1c(SCC(=O)NCc2ccc3c(c2)OCO3)nc2c(c1=O)SCC2	14.5%	3.0%	0.3%	0.6%	-1.8%	6.1%	-25.3%	-24.8%
CCC(=O)c1c(NCCc2ccccc2)cc(C)oc1=O	?	1.1%	2.0%	4.5%	-0.3%	9.8%	-3.9%	-52.5%[inhibitor]
Cc1nn(C(C)(C)C)c(OC(=O)C2CCCC2)c1S(=O)(=O)c1ccccc1	-5.2%	-17.7%	8.3%	-5.5%	-21.2%	6.1%	-11.1%	-78.1%[inhibitor][57.5 µM]
N#C/C(=C\Nc1ccc(Cl)cn1)S(=O)(=O)c1ccccc1	13.3%	-4.9%	-26.1%	-1.9%	-3.2%	19.4%	4.8%	-35.3%[inhibitor]
CC(=O)NN1C(=O)c2ccc(Oc3cccc([N+](=O)[O-])c3)cc2C1=O	-11.1%	2.3%	-3.9%	0.7%	-3.8%	12.1%	10.7%	i
O=c1cnn([C@@H]2O[C@H](CO)[C@@H](O)[C@H]2O)c(=O)[nH]1	12.9%	-12.4%	-44.7%	5.62µM*	1.5%	7.5%	2.5%	9.6%
O=C(c1ccco1)N1CCN(c2ccc(N3CCCCC3)nn2)CC1	7.4%	-9.2%	0.5%	4.3%	-2.5%	6.1%	3.9%	-68.0%[inhibitor]
COc1ccc(S(=O)(=O)N2CCCCCC2)cc1NC(=O)CN(C)Cc1ccc2c(c1)OCO2	0.9%	-11.8%	14.7%	-13.1%	-2.9%	18.5%	2.6%	-16.4%
CCC(C)N(C(=O)CSc1nnc2ccccn12)C1CCS(=O)(=O)C1 (centres undefined)	-23.7%	-18.7%	-12.0%	1.8%	2.3%	2.4%	-4.6%	i
O=C(CSc1ccccc1F)NCC1(N2CCCCC2)CCCCC1	-13.7%	17.4%	-9.5%	1.8%	4.3%	2.0%	-3.0%	i
CCc1cccc(OCC2Cn3c(nc4c3c(=O)n(C)c(=O)n4C)O2)c1 (centres undefined)	20.0%	-17.9%	11.4%	20.9%	1.5%	-1.3%	1.8%	-14.8%
N#CCc1ccc(NC(=O)Cn2c(=O)oc3ccccc32)cc1	15.1%	-5.5%	-0.5%	1.1%	9.7%	-1.1%	-9.2%	i
CC[C@@]1(C(=O)OC)N[C@H](CN(C)C(=O)C2CCCCC2)[C@@H]2C(=O)N(Cc3ccccc3)C(=O)[C@@H]21	-1.7%	-9.4%	10.0%	-3.9%	-11.9%	4.6%	-9.0%	4.4%
CCn1c(CCn2c3ccccc3c3ccccc32)n[nH]c1=S	-19.0%	1.1%	.	-6.6%	-6.5%	8.5%	-19.2%	24.6%
